Source: PubChem BioAssay
SENP1 FRET inh = human SENP1 catalytic domain inhibitors, primary screen, biochemical, FRET, uHTS | Sentrin-specific protease 1 (Homo sapiens), Q9P0U3 | recombinant SENP1 catalytic domain, CyPet-SUMO1-YPet FRET cleavage | inhibition, % at 10 µM | hit rate 0.21% among 360,000 | AID 624204, 2012;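 active means inhibition at least 30% at 10 µM, raw YFP signal under a set limit, fluorescence ratio 0.5 to 1.5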;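 further: 0% = enzyme with DMSO and 100% = no enzyme wells; some results filed as inactive read as strong as hits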
Target sequence (Q9P0U3 419-644 limits assumed): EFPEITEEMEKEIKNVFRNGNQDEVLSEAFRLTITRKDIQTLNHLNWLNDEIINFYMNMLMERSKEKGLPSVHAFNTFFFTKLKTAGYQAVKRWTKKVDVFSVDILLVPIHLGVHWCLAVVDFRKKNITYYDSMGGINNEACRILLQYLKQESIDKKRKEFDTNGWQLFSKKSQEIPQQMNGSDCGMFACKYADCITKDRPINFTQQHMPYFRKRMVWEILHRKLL
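Assay system: hSENP1 catalytic domain, recombinant. Amount: SENP1 enzyme, 20 pM final. Schedule: 50 min reaction, RT, dark. Technique: FRET, CFP and YFP emission. Control set: no-enzyme wells low, DMSO-plus-enzyme wells high control.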
GRIN3A LBD mod = binders of NR3A ligand-binding domain, primary screen, biophysical, differential scanning fluorimetry, uHTS. Glutamate receptor ionotropic, NMDA 3A (GRIN3A) ligand-binding domain. NR3A LBD differential scanning fluorimetry, Tm shift; 0% = protein alone, 100% = glycine-bound protein. Tm shift relative to glycine control, % at 25 µM. hit rate 2.5% among 340,000. AID 1259313, 2017;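 active means melting temperature shift of at least 10% of the positive control shift, at one fixed dose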
PfG6PD inh = PfG6PD enzyme inhibitors, primary screen, biochemical, fluorescence intensity, uHTS. PfGluPho enzyme, NADPH resazurin-diaphorase fluorescence. inhibition, % at 20 µM. glucose-6-phosphate dehydrogenase-6-phosphogluconolactonase (Plasmodium falciparum 3D7). hit rate 0.78% among 350,000;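 active means inhibition reaching at least a set limit at 20 µM in the primary screen, cut at about 59% in these data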;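 further: 0% = DMSO wells with substrate and 100% = DMSO wells lacking glucose-6-phosphate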
ATG4B inhibitor = ATG4B protease inhibitors, primary screen, biochemical, fluorescence, uHTS. ATG4B cleavage of LC3-PLA2, NBD-HPC fluorescence, 1 h. inhibition, % at 8.33 µM. hit rate 0.51% among 340,000; in the data active means inhibition above about 40%
MPTP block = mitochondrial permeability transition pore inhibitors, primary screen, biochemical, isolated mouse mitochondria, absorbance; hit rate 1.4% among 360,000; AID 602449, 2012; inhibition, % at 10 µM; Ca2+ swelling absorbance, 30 min;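 active means inhibition of 50% or more, scaled per plate between neutral and stimulator controls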;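 further: 0% = DMSO wells given calcium and 100% = 1 mM EGTA wells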
hIAP activ = human IAP activators, primary screen, biochemical, luminescence, uHTS; AID 2524, 2010; hit rate 0.16% among 330,000; activation factor at 10 µM; Intestinal-type alkaline phosphatase (Homo sapiens), P09923; purified human IAP, CDP-Star luminescence, 30 min; hits give high values; 1 = vehicle-only enzyme, 0 = enzyme-free background;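 active means activation factor of the enzyme at least 2-fold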; further: the source names both 10 and 20 µM as test concentration; values of inactives mirror those of a sister screen read the other way
Target sequence (P09923 whole entry, looked up): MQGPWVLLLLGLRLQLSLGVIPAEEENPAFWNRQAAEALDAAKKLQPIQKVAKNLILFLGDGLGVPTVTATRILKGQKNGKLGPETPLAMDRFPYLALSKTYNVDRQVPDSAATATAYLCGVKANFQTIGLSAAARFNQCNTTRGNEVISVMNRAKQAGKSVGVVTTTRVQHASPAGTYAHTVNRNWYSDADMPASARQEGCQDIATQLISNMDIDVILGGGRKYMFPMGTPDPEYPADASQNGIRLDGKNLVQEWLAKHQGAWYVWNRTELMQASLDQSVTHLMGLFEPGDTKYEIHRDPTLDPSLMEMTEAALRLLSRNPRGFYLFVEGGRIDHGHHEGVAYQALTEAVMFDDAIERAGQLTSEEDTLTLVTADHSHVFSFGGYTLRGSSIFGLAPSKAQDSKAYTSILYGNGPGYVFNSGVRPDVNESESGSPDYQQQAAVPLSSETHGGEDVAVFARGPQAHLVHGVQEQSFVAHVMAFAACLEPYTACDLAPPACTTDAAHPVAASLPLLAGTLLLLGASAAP
SENP8 inh = human SENP8 protease inhibitors, primary screen, biochemical, fluorescence, Nedd8 protein substrate, uHTS. Sentrin-specific protease 8 (Homo sapiens), Q96LD8. recombinant SENP8. inhibition, % at 20 µM. hit rate 0.64% among 360,000; in the data active means inhibition mostly above about 40%, no sharp cut-off; inactive means mostly below about 27%
Target sequence (Q96LD8 whole entry, looked up): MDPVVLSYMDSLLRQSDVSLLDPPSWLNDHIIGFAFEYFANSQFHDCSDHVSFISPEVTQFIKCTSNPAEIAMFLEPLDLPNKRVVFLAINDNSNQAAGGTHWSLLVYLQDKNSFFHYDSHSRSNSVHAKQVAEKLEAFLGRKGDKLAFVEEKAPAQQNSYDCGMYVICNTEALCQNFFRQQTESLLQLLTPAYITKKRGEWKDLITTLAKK
SENP6 block = SENP6 protease inhibitors, primary screen, biochemical, luminescence, uHTS; Recombinant SENP6 catalytic domain, aminoluciferin luminescence; Sentrin-specific protease 6 (Homo sapiens), Q9GZR1; hit rate 1.8% among 330,000; inhibition, % at 10 µM;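 active means inhibition above about 50% at the single tested dose, limit read from the data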;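 further: plate controls were DMSO wells with enzyme for no effect and DMSO wells lacking enzyme for full effect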
* hit, by the source's call; / = no result given; & = joins results of further samples.

SMILES	SENP1 FRET inh	GRIN3A LBD mod	PfG6PD inh	ATG4B inhibitor	MPTP block	hIAP activ	SENP8 inh	SENP6 block
Cc1ccc(CC(=O)N2CCN(Cc3ccccc3)CC2)cc1	-1.3	-1.3	15.2	-20.0	1.3	1.1	14.7	-11.8
CN1CCCC(C(=O)c2ccccc2)C1 (configuration not stated)	1.4	-0.4	-6.3	-10.4	-1.8	0.883	-4.0	-20.1
CCCCn1c(O)c(C(CC)=NCc2ccc3c(c2)OCO3)c(=O)[nH]c1=O	1.7	0.7	4.7	-8.6	67.9*	0.851	24.1	-13.9
C[C@H](CO)N1C[C@H](C)[C@H](CN(C)C(=O)Oc2cccc3ccccc23)OCc2cnnn2CCCC1=O	0.3	/	-12.7	/	-1.0	/	1.5	/
CCN(C(=O)COC(=O)Cc1ccccc1)c1c(N)n(Cc2ccccc2)c(=O)[nH]c1=O	1.1	0.4	-3.2	1.8	-1.7	0.876	7.0	-4.0
C=CCNC(=S)/N=C/c1c(O)[nH]c(=O)[nH]c1=O	4.7	-2.5	-14.1	26.1	0.1	0.976	21.3	-4.7
CCN(CC)P(=O)(NC(=O)C(Cl)(Cl)Cl)N(CC)CC.[Cl-].[Cl-].[Cl-].[Nd+3]	1.4&0.7	-2.8&-3.4	5.3&-16.9	8.7&7.7	9.4&28.2	1.03	9.2&26.6	-5.4
COc1nc(NCC2CCCO2)nc(N2CC3CC(C2)c2cccc(=O)n2C3)n1 (configuration not stated)	0.6	0.3	-7.0	-4.2	0.9	0.932	17.0	-7.3
CC(=O)N1CN2CN(C(C)=O)CC(C(=O)c3ccc(Br)cc3)(C2)C1	0.1	-0.4	8.8	-14.8	-1.4	1	20.6	-9.7
O=C(c1ccccc1F)c1cn(Cc2ccc(F)cc2)c2ccccc12	1.5	-12.4	2.2	14.8	6.0	0.953	0.6	-6.0
CCOc1ccc(-c2cc(C)[n+](CCN(CC)CC)c(-c3ccc(OCC)cc3)c2)cc1	11.7	2.2	5.7	-1.6	16.3	0.948	-476.7	-9.2
COc1cc(C)c(-c2nc(CN3C[C@@H]4C[C@@H](C3)c3cccc(=O)n3C4)c(C)o2)cc1C	-11.4	-0.5	1.3	-11.5	0.1	1.08	-25.7	-15.5
COc1ccc(CN2CCCC(C(=O)c3ccccc3SC)C2)cc1O (configuration not stated)	-1.0	0.2	9.1	3.1	0.7	0.897	1.7	-6.1
COC(=O)OCC12CCC(O1)C1(C)C(=O)OCC21 (configuration not stated)	0.3	-2.8	2.0	-1.2	0.2	0.981	5.7	-15.6
CN(C)CCNC(=O)c1cccn(Cc2cc(C(F)(F)F)cc(C(F)(F)F)c2)c1=O	-0.7	-1.1	4.3	3.2	-0.9	0.873	-333.0	9.7
Cc1ccc(-c2nc3ccccc3c(=O)n2-c2nccs2)cc1	-9.9	-9.7	14.2	-3.6	2.6	1.07	-61.2	-10.4
COc1ccc(-c2cc(=O)c3c(OC)c(OC)c(OC)cc3o2)cc1	1.8	-0.5	18.9	-24.5	-0.8	0.999	1.6	-2.8
CC(=O)N1CCN(Cc2ccc(Cl)nc2)CC1	0.2	2.1	0.2	-9.3	1.0	1.09	12.8	0.3
COC(=O)C[C@]1(C(=O)OC)CN(C#N)N(c2ccc(Cl)cc2)C12c1ccccc1-c1ccccc12	0.8	1.6	22.2	-0.8	-1.2	0.946	19.8	-15.0
N#CC1C(C#N)C2CCC1C1C2N1c1ccccc1 (configuration not stated)	1.4	-3.2	-6.2	0.9	-0.4	/	19.3	/
N#CC1c2ccccc2-n2nncc2CN1S(=O)(=O)c1ccc(Cl)cc1 (configuration not stated)	0.3	-0.5	-14.4	3.5	-0.3	/	3.8	/
CC(=O)Nc1ccccc1C(=O)OCc1ccccc1F	2.6	0.1	-3.1	-22.9	-0.9	1.09	-8.7	-15.1
COC(=O)C1=C(c2cc3ccccc3s2)C[C@@H]2CC[C@H]1N2C(=O)N1CCCCC1	0.0	-1.9	1.4	0.5	1.2	1.06	8.5	-7.3
O=C1NC(=O)N(Cc2ccccc2)C(=O)/C1=C\C=C\c1ccco1	-68.7	1.3	30.8	8.5	-1.3	1.09	9.8	1.6
CCOC(=O)C1(c2ccccc2)CCN(CCC(=O)Nc2ccc(F)cc2)CC1	2.5	-1.7	-12.1	6.5	1.8	0.835	20.0	10.7
SMILES	SENP1 FRET inh	GRIN3A LBD mod	PfG6PD inh	ATG4B inhibitor	MPTP block	hIAP activ	SENP8 inh	SENP6 block
CCN(CCCl)Cc1ccccc1Br	0.2	-0.9	10.9	-2.9	-3.0	0.997	7.4	3.6
COC(=O)C1C(C(=O)O)C2(Cl)C(Cl)=C(Cl)C1(Cl)C2(Cl)Cl (configuration not stated)	1.8	-1.0	2.0	-3.1	-0.1	/	9.2	/
CCSc1nnc(C(N)Cc2ccccc2)o1 (configuration not stated)	0.4	-2.1	-9.5	-3.2	0.7	1.05	15.0	10.1
CC(C)n1cc(C(=O)N(CC(=O)NC(C)(C)C)Cc2ccccc2)cn1	-1.8	1.2	-2.1	-12.8	-3.4	0.975	23.9	-7.4
Cn1c(O)c(C(c2ccncc2)c2c(O)n(C)c(=S)n(C)c2=O)c(=O)n(C)c1=S	2.3	0.7	-43.6	5.3	-0.6	0.91	15.7	5.1
COC(=O)C1=C(c2cc3ccccc3s2)C[C@@H]2CC[C@H]1N2C(=O)NC1CC1	2.7	-2.2	-3.3	8.5	-1.2	1.01	6.8	-6.4
COC(=O)C1=C(c2ccc(C(C)=O)cc2)C[C@@H]2CC[C@H]1N2C(=O)N1CCCC1	1.9	0.7	-1.0	-4.8	-0.8	0.896	7.3	-5.5
COC(=O)C1=C(c2ccc(C(C)=O)cc2)C[C@@H]2CC[C@H]1N2C(=O)NCCNC(C)=O	5.1	-1.8	1.4	-7.8	-0.1	1.09	-2.2	-3.4
COc1cccc(CN2CCN(c3ccc(F)cc3)CC2)c1OC	0.9	/	-7.1	/	0.2	/	9.2	/
CC(=O)O[C@@H]1/C=C/[C@](C)(O)C[C@@H](C)C/C=C/[C@H]2[C@H](O)C(C)=C(C)[C@H]3[C@H](Cc4ccccc4)NC(=O)[C@@]123	/	-3.1	-1.6	-5.0	/	1.05	/	2.0
CCOC(=O)c1ccc(N=C(C)c2c(O)[nH]c(=O)[nH]c2=O)cc1	1.5	0.5	7.7	-11.6	2.1	1.03	8.9	-8.3
CN(C)Cc1ccccc1OC(=O)N(C)C	2.6	5.6	-13.8	0.8	-2.7	0.971	18.9	-31.0
N=c1n(CCO)c2ccccc2n1Cc1ccccc1	0.9	0.8	6.1	-4.8	0.5	0.872	12.2	4.0
Cc1nn(CC(C)C)c(Cl)c1C(=O)O	1.7	2.2	-15.3	8.5	2.0	0.985	6.4	-7.8
O=[N+]([O-])c1ccc(CNCCc2ccccc2)cc1	-0.5	-1.4	-0.2	-2.3	-0.1	0.984	15.2	0.5
N#CC1=C(N)Oc2c(c(=O)sc3ccccc23)C1c1ccncc1 (configuration not stated)	-15.0	-2.7	-39.2	4.0	1.6	1.08	-15.4	-25.2
CCCCn1c(O)c(C(C)=Nc2ccc(OCC)cc2)c(=O)[nH]c1=O	-5.1	0.9	-4.5	-4.7	-9.5	1.02	20.6	-6.4
COc1ccc(NC(=O)N2C[C@@H]3C[C@@H](C2)c2cccc(=O)n2C3)cc1	0.6	-0.5	5.7	-18.3	1.0	0.942	33.8	-0.4
CC(=Nc1ccc(F)cc1)c1c(O)n(C)c(=O)[nH]c1=O	0.2	-0.2	-2.0	1.7	-1.1	1.14	17.0	1.7
COc1cc2nc(CN3CC=C(c4ccccc4)CC3)[nH]c(=O)c2cc1OC	-39.7	1.3	4.5	3.9	2.3	1.36	-41.8	-10.1
c1ccc(CCN2CCC3(CC2)OCCO3)cc1	-1.1	-0.8	-6.2	-7.5	-0.3	0.908	13.7	-8.5
CCN(CC)C(=O)c1ccc(NC(=O)C2=C(C)OCCS2)cc1	0.1	1.7	-17.5	-0.5	1.0	1.03	9.3	0.8
O=C(O)CCn1cc(C=C2C(=O)NC(=O)NC2=O)c(-c2ccc(Br)cc2)n1	-0.6	-3.9	24.5	9.4	0.6	1.05	24.7	-25.5
CCOc1ccc(C(C)=O)cc1Cn1ccsc1=N	0.7	-2.2	7.0	-7.1	-1.1	/	7.6	/
CCNc1cc(N2CCN(C)CC2)ccc1[N+](=O)[O-]	-3.2	-1.4	6.6	-7.4	-0.7	0.839	14.6	-4.7
SMILES	SENP1 FRET inh	GRIN3A LBD mod	PfG6PD inh	ATG4B inhibitor	MPTP block	hIAP activ	SENP8 inh	SENP6 block
COc1cc(OC)c(OC)cc1CNCCc1ccc(OC)c(OC)c1	2.5	1.4	-8.7	3.9	-1.7	1.25	10.2	3.4
Cc1cc(C=C2C(=O)N(C)C(=S)N(C)C2=O)c(C)n1C1CCCCC1	37.3	-0.2	19.2	-14.2	1.7	0.944	41.2*	4.0
Cc1nnc2n1-c1ccc(Br)cc1C(c1ccccc1Cl)=NC2	0.6	0.5	-22.9	1.4	-0.4	0.836	11.5	-6.7
CCOC(=O)C1C(=O)N(C)C2(C)CC1c1ccccc1O2 (configuration not stated)	0.5	0.8	-3.4	5.9	-0.8	0.977	12.0	13.8
CCN1CCN(C(=O)Cc2ccccc2OC)CC1	2.0	2.6	3.5	-37.8	-0.2	1.11	15.2	-11.4
CC1CN2C(=O)C1(c1ccccc1)C(=O)NC2=S (configuration not stated)	0.1	/	1.2	/	-1.2	/	8.7	/
COC(=O)[C@@H](c1ccccc1)C1CCCCN1 (some centres not stated)	-0.7	-1.7	-9.1	-3.1	0.6	1.1	10.4	-4.0
CCCCCc1nc2c(c(=O)c3ccccc3n2C)c(=O)n1C1CCCCCC1	-13.8	3.8	9.3	-6.0	87.4*	1.02	11.7	-1.3
COc1cccc(N2C(=O)NC(=O)C3(Cc4cc(C)ccc4N(C)C3)C2=O)c1 (configuration not stated)	-30.4	-5.3	-2.1	-8.6	-1.1	1.11	-5.1	-10.4
Nc1cc(Cl)c2nonc2c1[N+](=O)[O-]	-8.9	-1.7	45.5	1.1	3.8	/	9.7	/
CCSC(=O)N1CCCCCC1	0.6	-1.4	-11.8	3.5	-1.7	0.889	9.3	-4.4
O=C1NC(=O)C(CCc2ccccn2)(Cc2ccc3c(c2)OCO3)C(=O)N1CCc1ccccc1 (configuration not stated)	-2.0	1.0	-10.1	-10.6	-6.0	0.954	20.3	-10.0

Not all compounds are listed, so the mix of outcomes need not match the whole.
